MT stabilize HCS: microtubule stabilization, imaging screen; HeLa tubulin immunostaining HCS, 24 h; share of cells brighter than vehicle mean+2SD; % tubulin-high responders, % at 10 µM; 200,000 compounds, 0.83% hits; AID 2205;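 active = plate Z-score above 3 for both tubulin-high and condensed-nucleus cell shares, with cell loss under 80%, at 10 µM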;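 note: anti alpha tubulin signal scored within the nucleus-defined area of each cell; some results filed as inactive read as strong as hits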
WT yeast gro inh: growth inhibition of WT yeast, mitochondrial fusion screen. mitochondrial fusion phenotypic screen, WT strain. inhibition, % at 10 µM. 190,000 compounds, 2.1% hits; in the data active = inhibition above about 58%; tested in S. cerevisiae
PMI inhibition: human PMI inhibitors, high substrate, primary screen, biochemical, fluorescence intensity, high mannose 6-phosphate (AID 1220); recombinant PMI enzyme, coupled fluorescence intensity; higher % means a stronger effect; one-dose inhibition, % at 20 µM; IC50 in µM for titrated hits; 190,000 compounds, 0.66% hits
Insulin prom up: MIN6 insulin promoter up-regulation; MIN6 insulin promoter-GFP reporter, high-content imaging; hits give high values; z-score at 5 µM; 190,000 compounds, 0.3% hits; AID 1625;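 active = z-score above 3 at 5 µM with at least 500 cells counted in the well; inconclusive = wells under 500 cells, flagged as cytotoxic or low count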
Yfh1-off respiration: mitochondrial function rescue without frataxin homolog – Friedreich's ataxia, plus single-dose screen, dose response (AID 1465); S. cerevisiae Yfh1-off respiration, WST-1 reduction, 72 h; higher fold induction means a stronger effect; 220,000 compounds, 0.074% hits; one-dose fold induction at 50 µM; EC50 in µM for titrated hits;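 active = fold induction of absorbance versus untreated yeast above a set limit, then at least 30% activation at any dose in follow-up; inconclusive = repeats straddling the limit, or above it without dose testing; inactive = fold induction below the set limit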;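 note: activators that raise dye reduction in frataxin-depleted yeast; strong numbers were not always called active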
bCat nuc transl: beta-catenin nuclear translocation modulation; HeLa beta-catenin nuclear translocation, immunofluorescence imaging; nuclear translocation activity, % at 5 µM; 190,000 compounds, 0.3% hits; AID 1665;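 active = nuclear translocation activity above 50% at 5 µM, with a well cell count of 50 or more; inconclusive = wells under 50 cells across six images, flagged as toxic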;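 note: per-cell ratio of nuclear to cytoplasmic median beta-catenin stain intensity; plate controls were DMSO negative control for no effect and GSK-3 inhibitor IX positive control for full effect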
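Test system: human HeLa cells, endogenous beta-catenin. Times: 24 h compound exposure, 37°C. Measured by: beta-catenin immunofluorescence imaging with DAPI.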
Autophagy mod: modulators of autophagy. 190,000 compounds, 0.98% hits. MEF GFP-LC3 puncta imaging; test concentration mostly 10 µM. calls only at 10 µM (by protocol);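 active = percentage of spot-positive cells more than 3 SD above its plate mean, without a fluorescence outlier flag or 80% toxicity; inconclusive = no clear call, values can overlap the other calls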;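 note: spot-positive cell cutoff set from DMSO-treated cells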
human PMI inhibition: MPI enzyme activity inhibition – biochemical, fluorescence intensity, coupled assay, primary screen (AID 1209) | purified PMI enzyme, coupled fluorescence intensity; higher % means a stronger effect | inhibition, % at 20 µM, or IC50 in µM where a hit was titrated | 190,000 compounds, 0.42% hits;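 note: plate controls were DMSO vehicle for no effect and wells lacking substrate for full effect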
Dynein transport: blocks dynein driven cargo transport along microtubules; AID 1381; 3617.4 mouse cells, GR-EGFP nuclear translocation imaging; test concentration mostly 20 µM; stimulated with dexamethasone, 1 µM; hits give low values; 220,000 compounds, 0.47% hits; z-score, hits read low;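 active = plate z-score of nuclear minus cytoplasmic receptor signal below a set negative limit, without overly bright fluorescence or cell loss, cut at about -3.5 in these data, passing the limit was not always enough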;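 note: z-score of nuclear minus cytoplasmic ring GR-EGFP intensity difference per well; some compounds called inactive have numbers as strong as hits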
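Buffer or medium: Induction medium lacking tetracycline, stripped serum | Also added: Dexamethasone agonist, 1.0 µM final, for 30 min | Timing: 48 h induction, 1 h compound, 30 min dex at 37 °C | Detection: Formaldehyde fixation, Hoechst nuclear stain, 10x automated fluorescence imaging | Measure: Nuclear versus cytoplasmic GR-EGFP signal, averaged per well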
WT yeast gro inh mutant strain: second read-out of WT yeast gro inh, no call of its own (marks repeat the call); inhibition, %; mitochondrial fusion phenotypic screen, mutant strain inhibition
Dynein transport cytoplasmic EGFP: recorded beside Dynein transport, whose call it bears; z-score; measured here: cytoplasmic GR-EGFP intensity; hits give high values
Dynein transport nuclear GR-EGFP: also measured in Dynein transport; calls as there; z-score; measured here: nuclear GR-EGFP intensity;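 lower value marks the stronger effect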
Dynein transport cell count: second read-out of Dynein transport, no call of its own (marks repeat the call); z-score; measured here: cell count per field
Insulin prom up cell count: recorded beside Insulin prom up, whose call it bears; cell count; measured here: cytotoxicity, nuclei count;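 total cells summed across four imaged fields per well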
bCat nuc transl cell count 5 µM: further read-out of bCat nuc transl, marked with its call; cell count; measured here: cell count, cytotoxicity flag
MT stabilize HCS Hoechst-high %: further read-out of MT stabilize HCS, marked with its call; % Hoechst-high responders; measured here: nuclear condensation Hoechst responders;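 share of cells brighter than vehicle mean plus two SD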
MT stabilize HCS cytotoxicity %: second read-out of MT stabilize HCS, no call of its own (marks repeat the call); toxicity, %; measured here: cytotoxicity by cell density;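 0% = mean cell density of plate MIN control wells and 100% = no cells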
Autophagy mod cell loss 18 h: recorded beside Autophagy mod, whose call it bears; toxicity, %; measured here: cell loss, nuclei count;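 cell loss after 18 h compound exposure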
The depositor's hits bear a star; i = inactive; ? = inconclusive; . = not tested or not shown. Cut-off read from the data, not from the text of the source, unless noted: active = inhibition above about 50%; inactive = the rest.

SMILES	MT stabilize HCS	MT stabilize HCS Hoechst-high %	MT stabilize HCS cytotoxicity %	WT yeast gro inh	WT yeast gro inh mutant strain	PMI inhibition	Insulin prom up	Insulin prom up cell count	Yfh1-off respiration	bCat nuc transl	bCat nuc transl cell count 5 µM	Autophagy mod	Autophagy mod cell loss 18 h	human PMI inhibition	Dynein transport	Dynein transport cytoplasmic EGFP	Dynein transport nuclear GR-EGFP	Dynein transport cell count
Cc1c(-c2ccn[nH]2)cc(NC(=O)c2ccc(Cl)cc2)c(=O)n1N	1.9	2.0	5.2	-7	-3	14%	-0.26	1279	i	-0.5	1052	i	5	-3%	-0.4	-0.4	-0.74	0.8
CCOc1ccc(C(=O)Nc2cccc(C(C)=O)c2)cc1[N+](=O)[O-]	2.4	2.0	6.3	-2	8	9%	-0.35	1337	i	-0.2	1077	i	2	12%	-0.82	-0.32	-0.59	1
CCCC(=O)OC1CCS(=O)(=O)c2sccc21 (stereo unspecified)	2.0	2.0	0.6	8	3	2%	-0.25	1658	i	-4.8	1152	i	24	6%	0.81	-0.27	0.69	-0.57
CCOC(=O)C1CCN(S(=O)(=O)c2ccc(-c3nc4ccccc4s3)s2)CC1	1.5	2.0	12	-9	-2	-36%	-0.44	1416	i	2.0	640	i	3	-20%	-1.3	-0.17	-0.44	2.5
Cn1c(=O)c(Cc2ccccc2)c(O)c2ccccc21	3.1	2.6	4.8	-32	-7	-1%	0.24	866	i	1.9	1099	i	-45	1%	-0.94	-0.16	-0.7	0.67
Nc1ccc(Br)c[n+]1Cc1cccc2cccnc12	.	.	.	.	.	.	0.55	1030	i	0.9	1364	.	.	.	0.013	-0.73	-0.19	-0.082
Cn1nnnc1SCC(=O)Nc1ccc(S(=O)(=O)N2CCOCC2)cc1	.	.	.	.	.	.	-0.47	1376	i	-2.5	1154	.	.	.	-0.48	-0.27	-0.26	0.54
CCCS(=O)(=O)c1nc(S(=O)(=O)c2ccc(C)cc2)c(NCCCN2CCOCC2)s1	2.1	1.5	12	7	8	26%	-0.59	1334	i	-3.6	1216	i	-10	0%	-0.46	-0.23	-0.24	0.87
NNC(=O)CCc1nc2ccccc2[nH]1	3.3	1.9	2.5	-2	7	1%	0.22	1693	i	-3.5	1154	i	-7	-7%	-1.5	-0.33	-0.6	1.3
Cc1nc(-c2ccccc2)nc2[nH]c(=O)n(-c3ccccc3)c(=O)c12	1.8	1.3	31	-16	-12	2%	1.8	1279	i	-6.4	1207	i	-8	1%	1.9	-0.28	1.4	-0.49
Nc1nn2c(-c3ccccc3)cc(=O)[nH]c2c1N=Nc1ccc(O)cc1	1.1	1.7	0.1	18	11	55%*	-1.3	1027	i	-0.2	1483	i	6	36%	1	-0.3	0.43	-0.67
COCCn1nnnc1CN(CCCN1CCOCC1)Cc1cc2c(C)ccc(C)c2[nH]c1=O	4.6	2.8	10	-6	1	-4%	-0.39	1813	i	0.3	895	i	2	11%	-1.1	0.076	-0.28	-0.089
CC(C)(O)C(=O)NN(Cc1ccccc1)c1ccccc1	2.3	2.0	3.9	-8	-21	-2%	0.81	1477	i	-3.3	517	i	13	-7%	0.26	-0.28	-0.11	-0.39
Cn1c(=O)c2c(-c3ccccc3F)c3c(nc2n(C)c1=O)-c1ccccc1C3O (stereo unspecified)	3.8	2.0	4.0	-20	9	-112%	0.14	1075	i	2.2	1130	i	-8	-76%	-0.45	0.13	0.095	-1.3
COc1ccc(-c2nc(CS(=O)CC(=O)N3CCc4ccccc4C3)c(C)o2)cc1 (stereo unspecified)	2.0	3.6	5.8	-1	-4	-9%	0.33	958	i	.	.	i	-7	-9%	-1	-0.078	-0.59	0.37
Cn1c(-c2sc3cc(C(F)(F)F)cnc3c2-c2ccccc2)n[nH]c1=S	0.9	1.1	10	3	-10	-1%	-0.62	1049	i	.	.	i	2	4%	-0.57	-0.053	-0.094	0.051
O=C(Cc1ccccc1)c1c[nH]c(C(=O)NC2CCCC2)c1	2.5	1.5	6.6	-6	-15	-3%	2.2	1000	i	-4.6	1153	i	-4	-10%	1.7	-0.22	0.82	-0.84
Cc1ccc(NC(=S)N/N=C/c2c(Cl)cccc2Cl)c(C)c1	13*	43*	42*	50	10	13%	-1	847	i	99*	218*	i	38	18%	0.64	-0.21	0.73	-1.1
Cc1ccc(CNC(=O)N[C@@H](Cc2ccccc2)C(=O)O)cc1	5.7	2.7	8.7	-10	-14	-6%	0.38	1363	i	-4.2	521	i	3	-3%	-0.36	-0.23	0.41	0.81
O=S(=O)(c1ccc(-c2csc(-c3cccnc3)n2)cc1)N1CCCC1	2.5	2.2	4.2	-1	1	4%	-0.24	1228	i	-0.3	1089	i	28	4%	-0.89	-0.21	-0.44	1.1
CCC(C)/C(C)=N/NC(=O)c1cn(-c2ccccc2)nc1-c1ccccc1 (stereo unspecified)	6.5	2.5	11	8	-2	4%	0.09	1314	i	-0.9	1138	i	10	13%	0.29	-0.28	-0.036	0.19
CCCCCN(C(=O)NC(=O)Nc1ccccc1C)S(=O)(=O)c1ccccc1	4.6	2.5	9.1	-6	-10	0%	-0.3	1417	i	-0.3	1005	i	-10	5%	0.61	-0.22	0.49	-0.88
COC(=O)CSC1=C(C#N)C(c2cccc(OC)c2)CC(=O)N1 (stereo unspecified)	6.1	3.0	2.3	10	-5	33%	0.55	706	i	.	.	i	3	0%	-0.56	-0.23	-0.32	0.45
Cn1c(=O)[nH]c(=O)c2c1nc(N1CCCCCC1)n2CCSc1nc2ccccc2[nH]1	2.5	0.9	3.1	19	-4	-8%	0.24	1272	i	-3.2	773	i	-5	-2%	0.046	-0.41	-0.12	-0.18
CCOc1cc(/C=N/NC(=O)c2ccc(CSc3nncn3C)cc2)ccc1OCC(=O)N1CCOCC1	2.7	1.8	3.4	-8	-20	-6%	-1.1	1312	i	-0.9	1084	i	-12	-1%	0.14	0.24	0.22	-0.44
CC[n+]1c(/C=C/Nc2ccccc2)sc2ccccc21	18	1.8	0.6	-1	-4	-2%	?	.	i	11	1419	i	2	18%	0.076	-0.12	0.36	-0.21
COC(=O)c1cn(-c2ccccc2)nc1-c1ccncc1	2.2	1.7	1.4	9	5	4%	-0.58	1477	i	-0.3	785	i	1	4%	-0.56	-0.033	0.58	0.39
Cc1ccc(Nc2nc(-c3sc(NC(=O)c4ccc([N+](=O)[O-])cc4)nc3C)cs2)cc1	3.6	1.7	9.8	29	3	-16%	.	.	i	.	.	i	-6	1%	0.59	-0.25	-0.54	0.16
CCCCCCSC1=C(C#N)C(c2ccc(O)cc2)CC(=O)N1 (stereo unspecified)	1.9	1.3	5.1	13	7	10%	0.33	968	i	-2.5	1229	i	-13	21%	-0.53	-0.19	-0.19	0.81
CCN(CC)c1ccc(S(=O)(=O)N2CCOCC2)cc1NC(=O)c1cc(=O)c2ccccc2o1	4.7	3.5	1.5	2	23	-6%	-1.2	1632	i	-1.8	1117	i	7	2%	0.65	-0.27	-0.047	-1.3
Cc1nn(CC(=O)NCC2CCCO2)c(C)c1[N+](=O)[O-] (stereo unspecified)	1.3	2.0	6.0	10	7	0%	1.2	1452	i	0.8	1020	i	15	-6%	0.44	-0.07	0.11	-1.7
CC1=NN(c2ccc(N)cc2)C(=O)C1	1.8	2.4	7.5	-3	4	-98%	0.59	965	i	.	.	i	31	-59%	-0.67	-0.05	-0.22	0.5
CS(=O)(=O)c1ccc(Cl)c(NC(=O)Nc2ccccc2)c1	.	.	.	.	.	.	-0.26	1010	i	-0.8	1206	.	.	.	1.3	-0.25	0.73	-0.47
CCCC(=O)NCCSC	2.6	3.0	8.7	-15	-5	7%	-0.13	1165	i	1.1	843	i	8	4%	0.75	-0.21	1.2	-0.15
C/C(=N\NC(=S)Nc1cccc(C)c1)c1cc2ccccc2o1	8.5	4.0	0.5	44	36	-7%	0.34	1396	i	-3.5	1132	i	14	6%	1.8	-0.24	0.74	-0.5
O=C(O)c1cccc(N/N=C/c2cccnc2)c1	3.6	2.1	3.8	-14	10	-154%	-0.17	1336	i	-0.9	1067	i	4	.	-0.74	-0.26	-0.37	0.61
COc1ccc(/C=N/NC(=O)c2ccc(N)cc2)cc1Cn1cc([N+](=O)[O-])cn1	12*	13*	9.7*	21	-7	-5%	-0.44	1148	i	0.3	1095	i	-4	3%	2.5	-0.15	1.1	-0.82
O=C(Nc1cccc2ccccc12)N1CCN(c2ccccc2)CC1	3.4	1.7	3.9	23	11	15%	0.67	1293	i	1.4	938	i	2	18%	0.0057	-0.24	-0.36	-0.12
CCOC(=O)N1CCN(C(=O)c2cn(CC(C)C)c(=O)c3c2c2ccccc2n3C)CC1	1.2	2.0	9.6	-6	4	10%	0.56	1095	i	-2.0	863	i	-11	10%	-0.43	-0.15	-0.14	-0.11

Two compounds from above, reduced to Autophagy mod cell loss 18 h:
| SMILES | Autophagy mod cell loss 18 h |
| --- | --- |
| Cc1nn(CC(=O)NCC2CCCO2)c(C)c1[N+](=O)[O-] (stereo unspecified) | 15 |
| CC1=NN(c2ccc(N)cc2)C(=O)C1 | 31 |

Screens as filed in PubChem.
